Compound activity: PubChem BioAssay, several laboratories
HSF1 inh: HSF1 inhibitors in luciferase reporter cells, primary screen, cell-based, NIH3T3, luminescence; NIH3T3-HGL HSE-luciferase, MG132-induced, luminescence 8 h; hits give low values; activity change, negative = inhibition, % at 7.5 µM (by protocol); hit rate 0.77% among 300,000; AID 2098, 2009;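 active = more than half of replicate wells show activity change below -50%, luminescence cut by over half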;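 note: luciferase reports HSF-1 transcriptional activity via heat shock element; 0% = median of DMSO wells and -100% = zero luminescence signal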
AI-2 QS mod: Vibrio harveyi AI-2 quorum sensing modulators, primary screen, JMH597 strain, luminescence/OD600 ratio | hit rate 0.4% among 300,000 | Vibrio harveyi JMH597 AI-2 luminescence/OD600 ratio, 9 h; hits give low values; strain lacks LuxN and CqsS sensors; 0 = neutral-control median | activity change, % at 7.5 µM; in the data active = activity change below about -75%, passing the limit was not always enough;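 note: luminescence divided by OD600 gain over 9 h not by final OD600 alone; inactives centre near 13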
HSF1 activator: HSF-1 activators, primary screen, NIH3T3-HGL cells, MG132 stress, luminescence, single point; NIH3T3-HGL HSF-1 luciferase reporter, 8 h; 100% = twice DMSO control signal; activation, % at 9 µM; hit rate 1.7% among 300,000; AID 504408, 2011;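 active = mean replicate activation of at least 50% with a set share of replicates each reaching 50%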;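 note: 0% = median of the neutral control wells and 100% = twice that signal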
HSP90 refold inh: HSP90 inhibitors, primary screen, cell lysate, luminescence. Heat shock protein HSP 90 (rabbit reticulocyte lysate; luciferase refolding). hit rate 0.91% among 290,000. Rabbit reticulocyte lysate, luciferase refolding luminescence, 3 h. inhibition, % at 5.6 µM;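 active = inhibition above the screen-wide mean plus 3 SD, computed separately per campaign, cut at about 16% in these data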;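 note: 0% = DMSO wells and 100% = 60 µM geldanamycin wells; inhibitors lower the luminescence because luciferase stays unfolded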
KLF5 inhibitor: KLF5 expression inhibitors, primary screen, DLD-1 cells, luminescence; DLD-1 KLF5 promoter-luciferase reporter; inhibition, % at 5 µM; hit rate 0.23% among 290,000; AID 1700, 2009;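 active = inhibition above a per-plate limit of that plate's mean compound inhibition plus 3 SD, cut at about 60% in these data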;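 note: 0% = DMSO wells and 100% = LY294002 at 200 µM; higher means less KLF5 promoter-driven luciferase light; inactives centre near -14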
GSK3 alpha inh: blockers of GSK3A enzyme activity – biochemical, luminescence, cell-free homogeneous, HTS, primary screen | GSK-3 alpha kinase, ADP-Glo luminescence, 60 min | inhibition, % at 10 µM | hit rate 0.1% among 320,000 | AID 2650, 2010;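 in the data active = inhibition above about 50%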;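 note: GST-tagged GSK-3 alpha with peptide substrate and 25 µM ATP; 0% = DMSO neutral wells and 100% = GW8510 positive control wells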
Target sequence (P49840 whole entry, looked up): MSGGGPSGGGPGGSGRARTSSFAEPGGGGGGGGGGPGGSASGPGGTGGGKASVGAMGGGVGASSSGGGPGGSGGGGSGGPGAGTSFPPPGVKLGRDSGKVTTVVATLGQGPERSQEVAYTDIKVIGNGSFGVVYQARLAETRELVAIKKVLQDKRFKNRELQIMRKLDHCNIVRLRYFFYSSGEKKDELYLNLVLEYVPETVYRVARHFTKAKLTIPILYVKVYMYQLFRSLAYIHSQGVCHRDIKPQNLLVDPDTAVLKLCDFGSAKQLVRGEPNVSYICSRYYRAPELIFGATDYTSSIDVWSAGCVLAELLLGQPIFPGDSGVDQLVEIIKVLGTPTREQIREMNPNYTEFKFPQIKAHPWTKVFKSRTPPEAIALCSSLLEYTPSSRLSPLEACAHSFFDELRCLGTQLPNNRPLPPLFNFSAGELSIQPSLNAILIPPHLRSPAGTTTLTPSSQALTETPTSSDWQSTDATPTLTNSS
PolyA inhibitor: polyadenylation inhibitors in yeast reporter cells, primary screen, luminescence, S. cerevisiae; S. cerevisiae SKY197-pL101 polyadenylation reporter, beta-gal luminescence; efflux-impaired pdr1/pdr3 knockout yeast; score 100 = 6 SD above DMSO; calls only at 12 µM; hit rate 0.02% among 300,000; AID 1875, 2009;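 active = lowest replicate activity score at least 50, where 100 means six control SD above control mean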;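 note: yeast exposed to compound for 9 h at 30 °C; higher score means more reporter readthrough which indicates perturbed polyadenylation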
aSyn 5UTR inh: MLPCN primary screen, SNCA 5' untranslated region | hit rate 0.82% among 300,000 | alpha-synuclein 5'UTR reporter, inhibitor activity | inhibition, % (tested at 7.5 µM); in the data active = inhibition above about 60%;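 note: H4 neuroglioblastoma cells stably carrying SNCA 5'UTR luciferase fusion; 0% = DMSO wells and 100% = positive control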
GSK3beta inhib: human GSK3beta kinase inhibitors, primary screen, biochemical, cell-free homogeneous, HTS; GST-GSK3beta kinase, ADP-Glo luminescence, 60 min; hits give low values; Glycogen synthase kinase-3 beta (Homo sapiens), P49841; AID 2097, 2009; hit rate 0.038% among 300,000; activity score (negative = inhibition), % at 10 µM;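 active = more than half of replicate wells score below -50%, meaning over 50% inhibition versus plate controls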;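 note: 0% = median DMSO wells and -100% = median GW8510 positive control wells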
Target sequence (P49841 whole entry, looked up): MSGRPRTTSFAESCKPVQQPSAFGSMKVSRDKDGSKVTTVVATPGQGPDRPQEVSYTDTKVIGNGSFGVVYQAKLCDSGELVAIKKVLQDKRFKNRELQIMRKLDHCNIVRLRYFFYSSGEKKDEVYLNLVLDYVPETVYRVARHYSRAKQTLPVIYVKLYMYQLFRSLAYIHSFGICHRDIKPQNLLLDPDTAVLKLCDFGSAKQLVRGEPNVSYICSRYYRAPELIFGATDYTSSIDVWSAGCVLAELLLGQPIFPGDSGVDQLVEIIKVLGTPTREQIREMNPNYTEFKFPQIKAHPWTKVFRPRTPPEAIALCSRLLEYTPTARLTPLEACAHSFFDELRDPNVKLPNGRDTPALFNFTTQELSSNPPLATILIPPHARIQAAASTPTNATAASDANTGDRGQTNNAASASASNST
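Test system: GST-fused GSK3beta enzyme, cell-free | Quantity: 1.6 ng GST-GSK3beta enzyme per well | Reagent: 25 µM ATP with peptide substrate | Schedule: 60 min enzyme reaction, room temperature | Signal: Luminescent ADP-Glo measurement of ADP formed | Read-out basis: Score relative to plate controls | Control set: DMSO and 20 µM GW8510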
IEC-6 cytotox: cytotoxicity in IEC-6 intestinal epithelial cells, primary screen, cytotoxicity control for KLF5 inhibitor project, cell-based, luminescence; IEC-6 cytotoxicity, luminescence viability; inhibition, % at 5 µM; hit rate 0.78% among 290,000; AID 1825, 2009; in the data active = inhibition above about 22%;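 note: 0% = plate median of test compound wells and 100% = cytotoxic reference compound wells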
Active calls of the source: *; i = inactive; . = no result given. An excerpt. The share of hits here may be higher or lower than overall.

Preview:
SMILES	HSF1 inh	AI-2 QS mod	HSF1 activator	HSP90 refold inh	KLF5 inhibitor	GSK3 alpha inh	PolyA inhibitor	aSyn 5UTR inh	GSK3beta inhib	IEC-6 cytotox
O=C1NC(=S)N/C1=C/c1ccc2c(c1)OCO2	-10	22	-6	2	-26	14	i	5	0	14
CCCCc1c(C)c(C#N)c2[nH]c3ccccc3n2c1=O	-17	18	1	3	21	4	i	37	-1	0

The listing, previewed entries included:
SMILES	HSF1 inh	AI-2 QS mod	HSF1 activator	HSP90 refold inh	KLF5 inhibitor	GSK3 alpha inh	PolyA inhibitor	aSyn 5UTR inh	GSK3beta inhib	IEC-6 cytotox
O=C1NC(=S)N/C1=C/c1ccc2c(c1)OCO2	-10	22	-6	2	-26	14	i	5	0	14
CCCCc1c(C)c(C#N)c2[nH]c3ccccc3n2c1=O	-17	18	1	3	21	4	i	37	-1	0
O=C(CSc1ccc(-c2cccc([N+](=O)[O-])c2)nn1)N1CCCCC1	-3	34	6	-1	-1	-9	i	-13	0	-3
O=C(N/N=C/c1ccc2c(c1)OCCO2)c1ccncc1	1	28	-1	-1	-16	-5	i	-3	5	1
O=C(OC(C(=O)NCc1ccc2c(c1)OCO2)c1ccc(Cl)cc1)c1ccco1 (stereo unspecified)	2	37	11	2	-1	0	i	-7	1	0
COC(=O)Cn1c(CN2CCOCC2)nc2c1c(=O)n(C)c(=O)n2C	9	4	6	0	3	4	i	-16	0	-1
Cc1cc2ccccn2c1C(=O)c1cccc(F)c1	13	-12	11	0	-19	0	i	23	-8	-1
Cc1ccc(NS(=O)(=O)N(C)C)cc1	-2	19	5	-1	-41	-1	i	-1	0	-4
CCCc1cc2c(c(NC(C)=O)n1)c(=O)oc1ccccc12	-4	4	18	1	-22	.	i	-19	0	-2
Cc1ccc2c(c1)Oc1ccc(NC(=O)CCCl)cc1C(=O)N2	4	26	7	4	8	-3	i	33	-2	8
CN(C)CCCNC(=O)C(=O)NCC1OCCN1S(=O)(=O)c1cccs1 (stereo unspecified)	-7	27	-4	-4	3	0	i	-1	0	1
Cn1c(=O)c2cc(NCc3ccccc3)nnc2n(C)c1=O	5	27	6	3	-11	0	i	-19	0	6
CC(OC(=O)CNC(=O)c1cccs1)C(=O)Nc1ccc(S(N)(=O)=O)cc1 (stereo unspecified)	1	13	7	.	.	-3	i	8	1	.
COc1ccc(-n2c(C)cc(C(=O)NC3CCCCC3)c2C)cc1	2	4	-14	-3	-85	2	i	-156	5	0
CCOC(=O)c1ccc(S(=O)(=O)Nc2ccc(N3CCOCC3)cc2)cc1	0	13	2	-1	1	-5	i	-16	-3	-8
Cc1cccc(-c2nc3ccccc3c(=O)n2NC(=O)c2cccs2)c1	4	12	-14	4	-12	0	i	17	1	-5
O=C(O)c1ccccc1C(=O)c1ccc2c(c1)N(Cc1cccc(F)c1)C(=O)CO2	5	0	3	-1	-14	-2	i	-4	0	2
Oc1ccccc1-c1nc2cnccn2c1Nc1ccc2c(c1)OCCO2	7	30	9	4	-8	2	i	-18	0	1
CCC1CCCCN1C(=O)c1ccc(OC2CCN(Cc3ccccn3)CC2)cc1 (stereo unspecified)	0	18	6	-1	-3	-2	i	-1	0	1
O=S(=O)(NCCc1cn2ccccc2n1)c1cccs1	-4	7	-7	-1	-14	-2	i	-35	2	-2
Cc1cccc(-c2nnc(SCC(=O)N3CCOCC3)o2)c1	10	12	31	-4	-51	1	i	-70	-3	-6
COc1ccc(C(O)P(=O)(OC(C)C)OC(C)C)c(OC)c1 (stereo unspecified)	-5	19	-9	0	-38	-2	i	17	-2	1
COc1ccc(NC(=O)CC2C(=O)N(C)C(=S)N2Cc2ccc3c(c2)OCO3)cc1 (stereo unspecified)	-2	4	10	1	-8	5	i	10	1	-2
COc1ccc(N(C)S(=O)(=O)c2cccc(C(=O)NC3CCC(C)CC3)c2)cc1 (stereo unspecified)	15	8	10	-1	-11	3	i	9	0	1
Cc1cccc(OCC(O)Cn2c(-n3nc(C)cc3C)nc3c2c(=O)[nH]c(=O)n3C)c1 (stereo unspecified)	-6	12	-3	0	-6	-1	i	19	0	-4

Next section.
SMILES	HSF1 inh	AI-2 QS mod	HSF1 activator	HSP90 refold inh	KLF5 inhibitor	GSK3 alpha inh	PolyA inhibitor	aSyn 5UTR inh	GSK3beta inhib	IEC-6 cytotox
O=C(CSc1ncccc1-c1nc2ccccc2[nH]1)NC1CC1	-5	44	-5	1	-20	6	i	-12	-1	-1
CCN(CC)c1nc(-c2ccccn2)nc(-c2ccccc2)c1C#N	-8	14	-11	-2	-4	1	i	35	1	19
CCOc1ncccc1C(=O)Nc1cc(S(=O)(=O)N2CCOCC2)ccc1N1CCCC1	-4	6	17	-2	-21	-1	i	22	0	1
CC1CCCCC1NC(=O)c1c(O)nc2ccccn2c1=O (stereo unspecified)	-4	28	-2	.	.	-1	i	3	4	.
COc1cccc(NC(=O)Cn2nnc(-c3ccccc3N)n2)c1	9	-81*	14	7	-11	-3	i	13	-2	2
CC1(C)C(=O)Nc2ccccc2N1C(=O)COC(=O)c1cc([N+](=O)[O-])ccc1N	7	13	17	5	-8	.	i	2	3	5
C=CCNC(=O)NC(=O)c1csc([N+](=O)[O-])c1	-8	6	1	1	-5	-3	i	-26	-1	-5
CCOC(=O)N1CCc2[nH]c3ccc(C)cc3c2C1	-7	1	-13	3	-22	-1	i	-27	-10	12
CCOC(=O)c1cccc(N/C=C/C(=O)c2ccc(OC)c(OC)c2)c1	2	5	-23	1	13	1	i	-130	1	4
COc1ccc(-c2oc3ccc(-c4ccc(OC)nc4)cc3c2-c2ccc(OC)cc2)cc1	0	4	0	.	.	-3	i	-7	0	.
Cc1cccn2c(=O)c3cc(C(=O)NCCN4CCOCC4)c(=N)n(CCc4ccccc4)c3nc12	-3	20	10	0	3	-3	i	-128	0	-3
Cc1ccc(S(=O)(=O)N2CCCC2C(=O)Nc2nc3ccccc3s2)cc1 (stereo unspecified)	-4	0	8	4	-19	.	i	-38	-1	1
COc1ccccc1CNC(=O)C(NC(=O)c1ccccc1C)C(C)C (stereo unspecified)	-8	27	-7	-6	-22	0	i	16	3	3
O=C(C1CCCN(S(=O)(=O)c2ccc(Br)s2)C1)N1CCN(c2ccccc2)CC1 (stereo unspecified)	7	17	5	-2	-12	-4	i	33	0	-6
O=C(NCCN1CCOCC1)c1cc([N+](=O)[O-])cc([N+](=O)[O-])c1	-5	-1	-13	4	8	1	.	2	2	0
Cc1ccc(-c2nnn(CC(=O)N(Cc3cccs3)C(C(=O)NC3CCCC3)c3ccncc3)n2)cc1 (stereo unspecified)	-55*	15	-55	4	-30	5	i	-29	2	8
Cc1sc(NC(=O)CSc2nnc(COc3ccc(Cl)cc3)n2C)c(C#N)c1C	-1	52	10	1	-30	-2	i	17	-19	0
Cn1c(=O)[nH]c(=O)c2c1nc(NCc1ccccc1)n2CC(O)c1ccccc1 (stereo unspecified)	-3	22	-2	-2	-16	-2	i	10	-2	3
COc1n[nH]c(C(=O)Nc2cc(Cl)ccc2Cl)c1[N+](=O)[O-]	12	4	14	-4	-1	0	i	-22	3	1
COc1cc2c(cc1OC)C(c1ccccc1)N(C(=O)c1ccccc1)CC2 (stereo unspecified)	4	2	-15	-1	-2	-2	i	-14	7	-4
Cc1cc(C)n(CC(C)NCc2cn[nH]c2-c2cccc3ccccc23)n1 (stereo unspecified)	0	37	-8	5	5	0	i	0	-1	-7
COc1c(Br)cc([N+](=O)[O-])c(OC)c1C(=O)NC(=O)Nc1cc(Cl)cc(Cl)c1	-11	13	-6	6	11	3	i	49	-2	7
CCc1cccc(NC(=O)CCNC(=O)Cn2ccc3ccccc3c2=O)c1	1	22	-1	4	-8	-1	i	-2	-2	0
Cc1ccc(NC(=O)COC(=O)c2ccccc2Nc2ccccc2)cc1	10	35	-5	-1	-17	-1	i	19	2	2
COC(C[C@@H]1O[C@H]1[C@@H](O)[C@@H](C)OCc1ccccc1)OC	2	10	-7	.	.	.	i	5	0	.

Further records follow.
SMILES	HSF1 inh	AI-2 QS mod	HSF1 activator	HSP90 refold inh	KLF5 inhibitor	GSK3 alpha inh	PolyA inhibitor	aSyn 5UTR inh	GSK3beta inhib	IEC-6 cytotox
C=C(C)c1cccc(C(C)(C)NC(=O)Nc2ccc(C(C)=O)cc2)c1	4	10	23	2	-43	1	i	4	1	-3
CCOC(=O)c1c2ccc(OCC(=O)N/N=C/c3ccc(C)cc3)cc2n2ccccc12	-11	22	25	12	5	.	i	30	2	7
COc1ccc(CCN(C(=O)c2snc(C(N)=O)c2N)C(C)C(=O)NC2CCCCC2)cc1OC (stereo unspecified)	-1	23	7	8	-8	-1	i	-26	-2	0
CCOc1ccc(CCn2c(-c3ccco3)nc3ccccc3c2=O)cc1OCC	1	4	-3	-1	-23	-1	i	1	1	5
O=C1N(c2ccccc2)C(c2ccccc2)N2CCCN12 (stereo unspecified)	-1	36	4	-2	-4	-1	i	3	0	-4
COC(=O)c1sccc1NC(=O)COc1ccc(C)cc1	13	22	30	0	-27	0	i	-144	1	1
Cc1cc(C)n2c(SCC(=O)Nc3ccc(F)cc3F)nnc2n1	-7	6	4	-2	-19	-2	i	7	2	0
CC1Sc2ccc(S(=O)(=O)CCC(=O)Nc3cc(F)ccc3F)cc2NC1=O (stereo unspecified)	3	.	1	-4	-10	-2	i	8	-1	2
COc1ccccc1N1CCN(C(=O)Cn2cnc3c2c(=O)n(C)c(=O)n3C)CC1	-2	13	21	14	0	1	i	-16	2	-2
O=C1/C(=C\c2c(NCCOCCO)nc3ccccn3c2=O)SC(=S)N1Cc1ccco1	-3	13	-14	-6	-13	-3	i	-8	-2	-9
CN1N=C(C(=O)N2CCN(c3ccc([N+](=O)[O-])cc3)CC2)CCC1=O	-14	35	-11	2	-13	-1	i	17	3	4
Cc1cc(C)c(O)c(-c2cc(C(=O)Nc3c(C)n(C)n(-c4ccccc4)c3=O)[nH]n2)c1	-5	17	-12	-5	7	-1	i	-1	0	2
Cc1ccc(NC(=O)CSc2nnc(C)c(=O)n2N)c(C)c1	4	25	4	-3	-21	-3	i	17	-3	-9
CCOC(=O)C1CCN(S(=O)(=O)c2cn(C)c(=O)n(C)c2=O)CC1	-6	18	-8	-2	6	-1	i	1	-2	-2
O=C(COC(=O)c1cnccn1)NCCc1ccc(Cl)cc1Cl	-13	7	-7	0	-12	1	i	11	2	-9
